RXFP1 antagonist = qHTS Assay for Antagonists of the Relaxin Receptor RXFP1 | Relaxin receptor 1 (Homo sapiens), Q9HBX9 | HEK293-RXFP1, relaxin-stimulated cAMP HTRF, 30 min; active compounds read low | activity change, negative = inhibition, % at 57.5 µM | 350,000 tested, 0.59% active | AID 1259400, 2018;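 active means activity change of -60% or lower, but not beyond a set lower limit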; further: on the % scale 0 is the no-effect control and ±100 the full control effect
D2 antag = HTS Assay for Allosteric Antagonists of the Human D2 Dopamine Receptor: Primary Screen for Antagonists; HEK293 TREx D2 cells, calcium flux, dopamine EC80; AID 485344, 2010; 340,000 tested, 2% active; inhibition, % at 10 µM; D(2) dopamine receptor (Homo sapiens), P14416; in the data active means inhibition above about 30%; further: 0% is about no effect
Target sequence (P14416 whole entry, looked up): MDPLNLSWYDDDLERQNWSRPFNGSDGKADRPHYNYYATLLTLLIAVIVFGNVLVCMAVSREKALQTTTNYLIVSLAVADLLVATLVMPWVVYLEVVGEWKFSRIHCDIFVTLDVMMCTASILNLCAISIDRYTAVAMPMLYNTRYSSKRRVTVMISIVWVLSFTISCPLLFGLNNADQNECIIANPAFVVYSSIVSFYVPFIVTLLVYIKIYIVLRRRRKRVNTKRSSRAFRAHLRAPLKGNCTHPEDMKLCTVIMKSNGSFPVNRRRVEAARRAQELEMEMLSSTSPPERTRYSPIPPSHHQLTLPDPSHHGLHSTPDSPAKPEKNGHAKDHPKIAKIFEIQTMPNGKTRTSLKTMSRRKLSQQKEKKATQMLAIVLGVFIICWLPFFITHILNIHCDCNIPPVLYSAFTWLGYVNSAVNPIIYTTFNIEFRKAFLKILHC
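Read-out: kinetic calcium fluorescence (1 cycle/s) in inducible HEK293 T-REx D2 cells after an EC80 dopamine addition that followed 180 s compound preincubation. Loss of the dopamine response indicates antagonism.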
D1 ag = Allosteric Agonists of the Human D1 Dopamine Receptor: qHTS. D(1A) dopamine receptor (Homo sapiens), P21728. HEK293 T-REx D1 cells, calcium flux, agonist mode. activation, % at 2 µM. 360,000 tested, 1% active. AID 504660, 2011; further: 0% is about no effect
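Tetracycline-induced HEK293 TREx D1 cells, force-coupled to calcium signalling, were dye-loaded with a no-wash calcium kit. Compound was pin-added after a 10 s baseline. Fluorescence was read kinetically at 1 cycle/s for 180 s, with calcium rises flagged as agonism.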
TRHR ag = qHTS for Small Molecule Agonists and Allosteric Enhancers of Human TRH Receptor: Primary Screen for Agonists; TRHR cells, calcium flux fluo-8, FDSS agonist mode; activation, % at 2 µM; 360,000 tested, 0.18% active; further: 0% is about no effect
Target sequence (P34981 whole entry, looked up): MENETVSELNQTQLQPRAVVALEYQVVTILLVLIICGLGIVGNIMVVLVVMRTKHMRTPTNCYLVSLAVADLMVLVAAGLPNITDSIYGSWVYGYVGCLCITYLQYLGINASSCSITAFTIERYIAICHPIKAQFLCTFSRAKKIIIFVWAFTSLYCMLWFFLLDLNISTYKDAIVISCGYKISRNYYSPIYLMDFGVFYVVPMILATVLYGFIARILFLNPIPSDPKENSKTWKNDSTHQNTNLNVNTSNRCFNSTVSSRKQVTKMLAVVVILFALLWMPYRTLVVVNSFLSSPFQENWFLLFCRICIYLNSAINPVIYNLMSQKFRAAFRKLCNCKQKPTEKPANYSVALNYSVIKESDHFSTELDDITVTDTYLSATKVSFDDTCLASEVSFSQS
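TRHR-expressing cells, plated overnight in medium with 10% serum, were loaded with fluo-8 calcium dye at room temperature. After a 10 s baseline, library compound was pin-added and calcium release was recorded kinetically (ex 480/em 530) as agonist response.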
TRHR PAM = qHTS for Small Molecule Agonists and Allosteric Enhancers of Human TRH Receptor: Primary Screen for Enhancers; TRHR cells, fluo-8 calcium fluorescence, EC20 TRH enhancement; enhancement, % at 2 µM; 360,000 tested, 0.66% active; in the data active means enhancement above about 30%; further: 0% is about no effect
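Enhancer read-out: after compound pinning and an initial kinetic agonist-mode read, an EC20 of TRH (10 nM final) was injected and fluo-8 calcium signal (Ex 480/Em 530) followed at 1 s/cycle for 100 cycles in TRHR-expressing cells.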
D2 agonist = HTS Assay for Allosteric Agonists of the Human D2 Dopamine Receptor: Primary Screen for Agonists. HEK293 T-REx D2 cells, calcium flux agonist mode. activation, % at 2 µM. 340,000 tested, 0.53% active. AID 485358, 2010;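 active means activation over 3 SD above normal in the single-dose calcium agonist read, cut at about 30% in these data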; further: 0% is about no effect
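Tetracycline-induced HEK293 Trex cells with D2 receptor force-coupled to calcium signaling, plated overnight at 30 C and loaded with no-wash calcium dye. Calcium flux read kinetically for 180 s after compound addition; responses flag agonists.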
D1 PAM = Potentiators of Human D1 Dopamine Receptor: qHTS. HEK293 TREx D1 cells, calcium flux, dopamine EC20 potentiation. potentiation, % at 10 µM. 360,000 tested, 0.036% active. AID 504651, 2011; in the data active means potentiation above about 30%; further: 0% is about no effect
D2 potentiator = HTS Assay for Positive Allosteric Modulators of the Human D2 Dopamine Receptor: Primary Screen for Potentiators; D(2) dopamine receptor (Homo sapiens), P14416; HEK293 T-REx D2, calcium flux, EC20 dopamine potentiation; potentiation, % at 10 µM; 340,000 tested, 0.34% active;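 active means potentiation over 3 SD above the plate norm, cut at about 30% in these data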; further: 0% is about no effect
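Potentiation of an EC20 dopamine calcium response measured kinetically over 180 s, after a preceding 180 s compound-only read flagging agonists. Cells: inducible Hek293 Trex D2 line, 4000/well, cultured overnight at 30 C before dye loading.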
D1 antagonist = Antagonist of Human D 1 Dopamine Receptor: qHTS; HEK293 TREx D1 cells, calcium flux, dopamine EC80; active compounds read low; AID 504652, 2011; 360,000 tested, 3.2% active; activity change, negative = inhibition, % at 10 µM; in the data active means activity change below about -30%; further: on the % scale 0 is the no-effect control and ±100 the full control effect
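Calcium flux readout: force-coupled, inducible Hek293 Trex D1 line, cells induced overnight at 30 C with tetracycline, dye-loaded 30–90 min at RT. Antagonism scored against EC80 dopamine challenge given 180 s after compound.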
Numbers without * were called inactive; nt = not tested or not shown; & = joins results of further samples. Unless noted, no stated cut-off is given here; in the data, active means activation above about 30%; inactive means the rest.

SMILES	RXFP1 antagonist	D2 antag	D1 ag	TRHR ag	TRHR PAM	D2 agonist	D1 PAM	D2 potentiator	D1 antagonist
O=C(N/N=C/C(Cl)=C/c1ccccc1)c1ccccc1F	13	-3	6	-1.9	5	-2.2	6	-8	1
CCN(Cc1ccncc1)Cc1cn[nH]c1-c1cc(OC)c(OC)c(OC)c1	2	-5	1	0.1	-2	-1.2	2	-2	23
O=C(NCc1cccc(Br)c1)C1CC(c2ccccc2C(F)(F)F)=NO1 (stereo not drawn)	nt	-5	5	0.1	-2	0.8	1	2	5
Cc1cc(C)n(C(=O)c2cc3sccc3[nH]2)n1	-4	-11	1	-0.1	-2	0.2	-3	-1	-1
Cc1c(C(=O)Nc2nccs2)sc2nc(-c3cccs3)cc(C(F)(F)F)c12	0	4	2	0.2	4	0.4	-4	-4	-3
COc1ccc(C2CC(=O)c3cc(-c4nc(-c5cccc([N+](=O)[O-])c5)cs4)c(=O)n(-c4ccc(C)c(C)c4)c3C2)cc1 (stereo not drawn)	-7	nt	0	-0.8	0	1.1	4	-7	10
N#Cc1ccc(/C=C\c2nccc3c2[nH]c2ccccc23)cc1	-5	5	2	1.4	-2	0.1	-4	-22	-23
CCCCOc1ccc(CNC(=O)c2cnc3sc(N4CCCC4)nn3c2=O)cc1	0	nt	1	-0.7	-1	-0.4	-4	4	-10
COc1ccc(OCC(O)CNCc2ccco2)cc1 (stereo not drawn)	-13	2	4	0.2	2	0.0	1	-9	6
O=C(NCCc1ccc(Cl)cc1)c1ccc(OCC2CCCO2)cc1 (stereo not drawn)	-19	3	2	-0.6	2	0.2	2	2	-16
COc1cccc(NCc2ccc([N+](=O)[O-])s2)c1	-10	-29	0	0.2	4	0.1	-7	19	-6
COc1cc(CCC(=O)OCc2nnc(-c3ccccc3)o2)cc(OC)c1OC	-9	3	9	0.1	18	-1.1	-1	-10	3

Quoted at random: four entries already listed
SMILES	RXFP1 antagonist	D2 antag	D1 ag	TRHR ag	TRHR PAM	D2 agonist	D1 PAM	D2 potentiator	D1 antagonist
O=C(NCc1cccc(Br)c1)C1CC(c2ccccc2C(F)(F)F)=NO1 (stereo not drawn)	nt	-5	5	0.1	-2	0.8	1	2	5
Cc1c(C(=O)Nc2nccs2)sc2nc(-c3cccs3)cc(C(F)(F)F)c12	0	4	2	0.2	4	0.4	-4	-4	-3
CCN(Cc1ccncc1)Cc1cn[nH]c1-c1cc(OC)c(OC)c(OC)c1	2	-5	1	0.1	-2	-1.2	2	-2	23
COc1cccc(NCc2ccc([N+](=O)[O-])s2)c1	-10	-29	0	0.2	4	0.1	-7	19	-6

(listing goes on)
SMILES	RXFP1 antagonist	D2 antag	D1 ag	TRHR ag	TRHR PAM	D2 agonist	D1 PAM	D2 potentiator	D1 antagonist
CCc1ccccc1NC(=O)c1cnc2sc(N3CCCC3)nn2c1=O	-3	nt	3	-0.5	1	-1.3	-4	10	14
CCCCc1nnc(NC(=O)COC)s1	-13	0	2	0.2	-1	-0.5	-2	1	-2
O=C(Cn1c(=O)ccn(Cc2ccccc2)c1=O)Nc1cccc(S(=O)(=O)N2CCOCC2)c1	3	-8	1	1.4	-3	-0.6	1	-2	2
O=C(Nc1ccccc1Oc1cccnc1)C1CCCN(Cc2cccc(Cl)c2)C1 (stereo not drawn)	1	4	0	-0.7	-2	-0.2	-4	-3	8
COc1ccc(NC(=O)C2CCCN(S(=O)(=O)c3cccnc3)C2)cc1 (stereo not drawn)	-1	2	1	0.2	-4	0.1	-11	3	-10
Cc1nc(SCC(=O)N2CC(C)OC(C)C2)nc(C)c1C (stereo not drawn)	5	-1	4	1.1	5	-0.1	-3	-4	26
O=C(CSc1nnc(C2CC2)n1Cc1ccccc1)NCc1ccccc1	-7	-18	3	0.0	-3	0.4	-4	-4	6
C=CCn1c(O)c(N=NC(=S)Nc2ccccc2F)c2cc(S(=O)(=O)N3CCOCC3)ccc21	-30	-8	2	-0.1	2	1.4	-9	9	0
[O-][n+]1c2ccccc2cc2ccccc21	nt	-5	1	0.7	-2	0.5	-8	-8	-22
COc1ccc(CN(C(=O)c2cccs2)C(C(=O)NC2CCCCC2)c2ccc3ncccc3c2)cc1 (stereo not drawn)	3	18	2	1.2	-7	0.8	7	-3	9
O=S(=O)(Nc1cccc(-c2ccc(N3CCCCC3)nn2)c1)c1cccs1	-17	nt	-1	-0.8	-5	nt	-2	-16	-19
S=C(NCC1CCCO1)NC1CC1 (stereo not drawn)	-2	8	1	0.0	3	-0.2	-1	-5	4
CN(C)/C=N/n1cnc2ccccc2c1=O	-26	-6	6	0.1	0	0.4	-2	-3	4
COc1cccc(NC(=S)NN2C(C)CCCC2C)c1 (stereo not drawn)	-3	-8	0	0.2	1	-0.9	-10	-5	1
COC(=O)c1cc(NC2c3ccccc3C(=O)N2CCN2CCOCC2)cc(C(=O)OC)c1 (stereo not drawn)	0	8	3	0.5	2	0.4	nt	-5	-4
Cc1onc(C(=O)Nc2sc3c(c2C(N)=O)CCCC3)c1[N+](=O)[O-]	-8	-1	0	-0.9	-2	-0.4	1	1	-4
O=C(NCc1ccco1)c1ccc(Cn2c(=O)c3sccc3n(Cc3cccc(F)c3)c2=O)cc1	nt	4	14	-1.2	7	-0.8	nt	1	-3
Cc1cccc(C(=O)Nc2ccc3ccccc3c2)c1	6	-22	4	0.4	8	-0.3	-4	12	3
CN(Cc1cccs1)C(=O)COc1cccc(-n2cnnn2)c1	6	0	0	0.0	14	1.6	-2	11	-7
CCOc1cccc(C(=O)NC(=S)Nc2ccc(N3CCN(CC)CC3)cc2)c1	-3	-6	19	-0.1	1	-1.3	-13	4	-44*
COc1cccc(/C=C/C(=O)NNC(=O)c2cc(C)oc2C)c1	-10	2	1	0.3	0	-0.6	-3	-4	-3
CC(=O)C1=C(S(=O)(=O)c2ccc(C)cc2)CS(=O)(=O)C1	1	-3	4	0.9	-1	1.0	-2	1	-17
COc1ccc(N2CCN(C(=O)c3cc4ccc5cccnc5c4[nH]3)CC2)cc1	2	nt	4	-1.3	-7	-2.2	-2	4	-4
CCNC(=S)N(CCc1c(C)[nH]c2ccc(F)cc12)Cc1cccnc1	1	6	11	-0.1	1	-1.4	-6	-5	-3
COc1c(Cl)cc(C(=O)Nc2cc(-c3nc4ccccc4[nH]3)ccc2C)cc1Cl	nt	nt	11	0.7	0	-0.7	-1	-10	-10
Cc1ccc(Nc2nc(Cl)nc(NC3CCCCC3)n2)cc1	-17	nt	1	0.7	5	nt	0	nt	6
CN1CCN(c2nc3c(c(=O)[nH]c(=O)n3C)n2Cc2cccc3ccccc23)CC1	-4	-6	1	-0.4	-3	1.1	-4	1	-5
N#CC[C@H](Cc1ccccc1)N1CC[C@@H](O)CCC1=O	nt	-10	1	0.3	-1	-0.1	-3	2	-13
COc1ccc(N2CCOCC2)c(NC(=O)COc2cccc(C)c2)c1	-4	nt	-1	0.0	4	nt	2	nt	22
O=C(NCCC1=CCCCC1)C1CCN(c2nc3ccccc3o2)CC1	0	nt	2	-1.0	-7	nt	0	nt	5
CCc1ccccc1S(=O)(=O)Cc1ccc(C(=O)NCCc2ccc(C)cc2)o1	nt	nt	3	0.7	4	nt	1	5	-7
Cc1ccc(C(=O)N/C(=C\c2cn(S(=O)(=O)N(C)C)c3ccccc23)C(=O)NCCCn2ccnc2)cc1	7	-14	1&0	0.0&0.1	-1&-9	-0.3&-0.8	-6&-2	-5&1	25&-1
CCN1CCCC1CN(Cc1cc2ccc(C)cc2[nH]c1=O)C(=S)Nc1ccccc1C(=O)OC (stereo not drawn)	0	0	4	0.2	-5	0.2	-1	-22	-1
CCn1cc(C(=O)NCCCN2CC(C)CC(C)C2)c2cc(OC)c(OC)cc2c1=O (stereo not drawn)	-10	9	-1	1.4	9	1.9	-2	nt	12
COc1ccccc1N(CC(=O)NC(C)C)S(=O)(=O)c1cccs1	4	24	4	-0.4	3	-0.3	10	1	-12
COc1cc(NC(=S)N2CCN(C(=O)C3CCCO3)CC2)c(OC)cc1Cl (stereo not drawn)	-10	-9	0	0.3	-1	0.5	-2	3	-1
COc1ccc(/C=C2\SC(=S)N(CCCC(=O)Nc3cccc(C(=O)O)c3)C2=O)cc1OC	-9	nt	3	-0.2	1	nt	5	nt	-7
Cc1ccc(-c2cn(-c3ccccc3)c3[n+]2CCCS3)cc1	6&4	-6&12	2&0	-0.8&-0.5	1&1	-1.3&0.4	-8&-4	14&-7	-23&2
CN(CC(=O)Nc1ccc(F)cc1)C(=O)c1cc(-c2ccco2)nc2ccccc12	-8	8	3	7.9	1	0.2	-4	4	1
CNS(=O)(=O)c1cccc(C(=O)OCC(=O)Nc2ccccc2OC(F)F)c1	0	-11	7	-1.1	13	0.1	-4	10	12
COc1ccccc1N1CCN(C2CCCN(Cc3cc(F)cc(F)c3)C2)CC1 (stereo not drawn)	-2	41*	-2	-0.6	-2	0.5	-8	0	-14
Cc1c(C(=O)NCc2ccccc2Cl)sc2nc(-c3ccc(F)cc3)cn12	-5	nt	7	0.1	-2	0.7	-5	-12	-11
O=C(N/N=C\c1ccc(F)cc1)c1ccc(F)cc1	0	3	4	0.0	3	-0.7	nt	-8	-6
COc1ccc(-c2csc3ncnc(N4CCN(S(=O)(=O)c5ccccc5C#N)CC4)c23)cc1	-1	12	4	1.0	6	0.4	3	3	-4
CC(C)CC(=O)Nc1ccccc1N1CCN(C(=O)c2ccccc2)CC1	0	23	1	-0.8	3	-0.2	-4	20	-10
CC(=O)C1=C(c2ccccc2)NC(=O)NC1c1ccccc1OCC(=O)NCc1ccccc1 (stereo not drawn)	16	13	1	-0.1	-5	-1.2	1	14	-16
COc1ccc(CC(=O)OCC(=O)Nc2cccc(C(C)=O)c2)cc1OC	-12	5	5	0.0	1	0.9	-4	4	4
Cn1c(SCC(=O)NCc2ccco2)nc2ccccc2c1=O	10	7	2	-0.2	-5	0.1	-5	-6	11
COc1ccc(/C=N/NC(=O)c2cc(Br)ccc2O)cc1Cn1cc(Cl)cn1	nt	7	15	-0.3	4	-0.4	-5	3	-20
Cc1ccccc1Cn1c(=O)n(CCC(=O)NCc2ccco2)c(=O)c2sccc21	1	nt	-1	-1.9	-4	-0.4	1	nt	5

Single entries from the entries so far:
In D2 agonist, CNS(=O)(=O)c1cccc(C(=O)OCC(=O)Nc2ccccc2OC(F)F)c1 is listed with 0.1
In D2 potentiator, COc1ccc(CC(=O)OCC(=O)Nc2cccc(C(C)=O)c2)cc1OC is listed with 4
In D1 ag, Cc1ccccc1Cn1c(=O)n(CCC(=O)NCc2ccco2)c(=O)c2sccc21 is listed with -1
